FN deposition inh: inhibitors of fibronectin matrix deposition, primary screen, AH1F cells, Alexa488-fibronectin fluorescence, plate reader | AID 743247, 2014 | AH1F fibroblasts, overnight | inhibition, % at 12.6 µM | hit rate 0.086% among 350,000;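 active = mean inhibition across replicates of 30% or more, regardless of how many single replicates reach that level; inconclusive = mean under 30% yet at least half of replicates reach 30%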;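 also: positive control wells lacked labelled fibronectin entirely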
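Assay system: AH1F fibroblast monolayer, labelled fibronectin deposition. Amount: 10000 cells per well. Also added: labelled fibronectin 24 nM. Compound: single-point pinned compound. Incubation: cell attachment 1 h, compound and FN exposure overnight. Detection: fluorescence after three HBSS washes, excitation 485 nm, emission 525 nm. Read-out: inhibition of fibronectin deposition signal.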
esBAF inh: Bmi1 luciferase reporter increase in mESCs, primary screen, esBAF inhibitor project, mouse ES cells, Bmi1 luciferase knock-in, single point. 24 h; 100% = twice the neutral-well signal. hit rate 2% among 350,000. reporter increase, % at 12.5 µM. AID 602393, 2012; in the data active = activation above about 40%; inconclusive = no clear call, values can overlap the other calls;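 also: 0% = median of the plate's neutral control wells and 100% = double that signal; a rise in the Bmi1 reporter signal indicates esBAF inhibition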
RAD54 inh: inhibitors of human RAD54 branch migration, primary screen, biochemical, fluorescence, single point. inhibition, % at 10.4 µM. RAD54 Holliday junction branch migration, FAM/BHQ fluorescence. AID 602329, 2012. hit rate 0.14% among 360,000;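 active = mean normalized replicate activity at least 40 and at least half of replicates scoring 40 or more; inconclusive = only one of the two criteria met; inactive = mean below 40 and under half of replicates reaching 40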;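 also: 0% = median of neutral control wells and 100% = median of positive control wells; inhibitors cause a drop in the FAM fluorescence signal; in these data hits start at about 50%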
Target sequence (Q92698 whole entry, looked up): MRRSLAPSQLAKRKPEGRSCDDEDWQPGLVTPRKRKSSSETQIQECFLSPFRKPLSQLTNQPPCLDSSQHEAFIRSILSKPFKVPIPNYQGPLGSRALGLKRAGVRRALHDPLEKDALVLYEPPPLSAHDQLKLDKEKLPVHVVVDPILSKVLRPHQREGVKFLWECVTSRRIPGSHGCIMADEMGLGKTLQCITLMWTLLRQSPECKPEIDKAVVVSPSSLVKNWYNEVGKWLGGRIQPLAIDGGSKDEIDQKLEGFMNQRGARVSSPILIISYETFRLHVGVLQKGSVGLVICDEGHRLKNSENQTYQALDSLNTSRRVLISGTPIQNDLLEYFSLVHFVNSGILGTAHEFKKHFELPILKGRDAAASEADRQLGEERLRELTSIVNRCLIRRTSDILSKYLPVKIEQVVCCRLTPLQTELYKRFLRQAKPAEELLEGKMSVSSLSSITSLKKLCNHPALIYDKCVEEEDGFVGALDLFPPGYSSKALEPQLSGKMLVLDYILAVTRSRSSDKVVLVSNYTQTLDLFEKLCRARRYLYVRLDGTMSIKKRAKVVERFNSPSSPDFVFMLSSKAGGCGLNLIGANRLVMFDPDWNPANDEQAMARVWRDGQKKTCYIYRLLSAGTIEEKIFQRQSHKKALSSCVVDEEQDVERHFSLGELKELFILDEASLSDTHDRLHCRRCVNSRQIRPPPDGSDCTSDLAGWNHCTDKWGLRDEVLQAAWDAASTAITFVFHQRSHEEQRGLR
* marks the source's active call; other numbers are inactive results; ? = inconclusive. These rows are one share of the data. The share of hits here may be higher or lower than overall.

Every second line gives: esBAF inh	RAD54 inh	FN deposition inh
Cn1cc(CNC(=O)Nc2ccc3c(c2)OCO3)cn1
→ 29	-2	1
CCC(Sc1ncccc1C(=O)OCCN1CCCC1=O)C(=O)NCc1ccco1 (centres undefined)
→ -6	-10	-5
CS/C(N)=N/N=C/c1ccc([N+](=O)[O-])cc1
→ 39	10	-6
CC(C)(C)OC(=O)NCCc1nnc(SCc2ccccc2Cl)o1
→ -5	-2	6
Cc1cc(C)c2[nH]c(=O)c(=O)[nH]c2c1
→ -11	7	9
O=C(COc1ccccc1)Nc1ccc(OC(F)(F)C(F)F)c(NC(=O)COc2ccccc2)c1
→ -1	-8	-5
CCNc1nc(NC(C)C)nc(Oc2ccc(OCc3ccccc3)nn2)n1
→ 7	1	1
Cn1c(SCC(=O)N2CCCc3ccccc32)nc2cccnc21
→ 7	8	11
CC(NC(=O)COC(=O)c1cn(-c2ccccc2)nc1-c1cccs1)c1ccccc1 (centres undefined)
→ 17	-3	-3
Cn1nc(C(F)(F)F)c(/C=N/OC(=O)c2ccc(Cl)cc2)c1Cl
→ -9	-6	5
O=C(NC1CCCCCCC1)C1c2ccccc2C(=O)N1Cc1ccco1 (centres undefined)
→ -4	2	11
COc1ccc(CN(C(=O)CSc2nnc(-c3ccc(OC)c(OC)c3)o2)c2ccc(F)cc2)cc1
→ -7	-3	0
Cc1oc(-c2ccccc2Cl)nc1CSCC(=O)N1CCCC1
→ 7	-10	-3
CN1CCc2c(c3ccccc3n2C)C1
→ -5	-2	2
N#C/C(=C/c1ccccc1)c1nn(CCO)c(N)c1C#N
→ 25	-5	14
CCOC(=O)c1c(NC(=O)C(C)N2CCN(C(=O)c3ccco3)CC2)sc2c1CCCC2 (centres undefined)
→ -11	-10	-12
O=C(NCCc1ccccc1)C1CC(c2ccccc2O)=NO1 (centres undefined)
→ 8	-5	-10
Cc1ccc(N2C(=O)/C(=C\c3ccco3)SC2=S)cc1
→ 26	-14	-4
CC(=O)Nc1ccc(S(=O)(=O)N2CCc3ccccc3C2)cc1
→ -5	-6	-9
C=CCNc1sc(C(=O)C(C)(C)C)c(N)c1C#N
→ -14	-4	5

Reprinted from the part before: 5 compounds; new compounds follow.
Every second line gives: esBAF inh	RAD54 inh	FN deposition inh
CCOC(=O)c1c(NC(=O)C(C)N2CCN(C(=O)c3ccco3)CC2)sc2c1CCCC2 (centres undefined)
→ -11	-10	-12
O=C(NCCc1ccccc1)C1CC(c2ccccc2O)=NO1 (centres undefined)
→ 8	-5	-10
Cc1ccc(N2C(=O)/C(=C\c3ccco3)SC2=S)cc1
→ 26	-14	-4
CC(=O)Nc1ccc(S(=O)(=O)N2CCc3ccccc3C2)cc1
→ -5	-6	-9
C=CCNc1sc(C(=O)C(C)(C)C)c(N)c1C#N
→ -14	-4	5
O=C(NCCN1CCCC1)C1COc2ccccc2O1 (centres undefined)
→ 0	4	-3
COc1ccc(-n2c(C)cc(C(=O)CSc3nnc(-c4cccs4)o3)c2C)cc1
→ -32	-1	-3
CCSc1nnc(NC(=O)c2csc3c2CCC(C)C3)s1 (centres undefined)
→ 4	1	8
CCCc1nc2ccccc2c(C(=O)OCC(=O)Nc2ccc(S(=O)(=O)N3CCOCC3)cc2)c1CC
→ 13	1	3
CCn1c2ccccc2c2nnc(SCC(=O)NCc3cccs3)nc21
→ -7	2	-5
O=C1c2cccc3c(N4CCCCC4)ccc(c23)C(=O)N1CCO
→ 72*	-68	-3
Clc1ccc(OCc2nnc(SCCN3CCCCC3)n2Cc2ccco2)cc1
→ 2	-7	-8
CN(Cc1ccccc1)Cc1nc2c(c(=O)n(C)c(=O)n2C)n1Cc1ccc(Cl)cc1
→ 15	-15	2
Cc1c(C(=O)N(C)C)sc(NC(=O)c2cccc([N+](=O)[O-])c2)c1C#N
→ 33	13	10
COc1nc(N=C(N)N)nc2c(C)cccc12
→ -9	?	-6
CCCc1nnc(NC(=O)Cn2c(=O)oc3cc(Br)ccc32)s1
→ -5	-7	5
CCOC(=O)C1CCN(C(=O)C2CCN(S(=O)(=O)N3CCCC3)CC2)CC1
→ -9	0	0
CCN(CC)c1nc2nonc2nc1N(CC)CC
→ 4	7	2
C=C(C)c1cccc(C(C)(C)NC(=O)N2CCN(C)CC2)c1
→ 3	1	-8
O=C(Nc1ccc(Cl)cc1C(=O)Nc1ccc(Br)cn1)c1ccco1
→ 6	-1	-8
Cc1ccccc1NC(=O)C(C#N)Cc1cccnc1 (centres undefined)
→ -5	6	4
COc1ccc(S(=O)(=O)N2CCC(N3CCCCC3)CC2)cc1
→ -5	3	3
Cc1cc(C)n(C(=O)c2cccc(S(=O)(=O)N3CCOCC3)c2)n1
→ -4	12	-3
O=C(CSc1ccc2ccccc2n1)c1ccc2c(c1)OCO2
→ 38	-7	-5
N#CCN1CCC/C1=C\[N+](=O)[O-]
→ 3	-5	2
CCCCCNC(=O)c1ccc2c(=O)[nH]c3c(C(=O)NCC4CCCO4)sc(=S)n3c2c1 (centres undefined)
→ 1	0	-7
CC(C)C(=O)Nc1cccc(C(=O)N2CCCCC2C)c1 (centres undefined)
→ -1	-8	11
Nn1c(SCC(=O)N2CCCc3ccccc32)nnc1-c1ccc(Cl)cc1
→ -4	-4	6
Nc1nnc(C(c2ccccc2)c2ccccc2)s1
→ -4	15	4
CCOC(=O)n1ccc(C(=O)Nc2ccccc2F)n1
→ 13	-4	2
CC(=O)SCC(C)C(=O)NCc1ccccc1 (centres undefined)
→ 2	7	0
O=C(c1ccccc1)c1cc(-c2ccccn2)c(N2CCOCC2)s1
→ -5	-1	10
Cc1cn2c(-c3cccnc3)nnc2s1
→ -6	6	4
Cc1nc(-c2cccc(NC(=O)c3cccs3)c2)cs1
→ 15	-4	2
O=C(NCc1ccco1)C1CCN(S(=O)(=O)N2CCOCC2)CC1
→ 1	-7	-8
O=c1c(C=Nc2cccc(C(F)(F)F)c2)c[nH]n1-c1cccc(Cl)n1
→ -8	18	-11
Oc1ccc(/C=N/n2c(-c3ccco3)csc2=Nc2cccnc2)c(O)c1
→ 25	-5	5
CCN(CC)S(=O)(=O)c1ccc2oc(C(=O)NCc3ccc(F)cc3)c(C)c2c1
→ 11	-4	0
O=C(OCCN=C1NS(=O)(=O)c2ccccc21)c1ccncc1
→ -7	2	0
Cc1ccc(-c2noc(CN(C(=O)CCN3C(=O)c4ccccc4C3=O)C(C)C)n2)cc1
→ -3	-9	-27
Cc1ccc(C(=O)ON=C2CCN(c3ccc([N+](=O)[O-])cc3)CC2)cc1
→ 4	4	5
O/N=C/c1cc(Br)cc(Br)c1OCc1ccccc1
→ -7	-4	2
O=C(NCCc1ccc(F)cc1)N1CCOCC1
→ 27	-11	-4
O=C(OCc1nc2ccc(Cl)cc2n1CCO)c1ccc2c(c1)OCO2
→ -4	7	-3
CCCCP(=O)(c1ccccn1)c1ccccn1
→ 7	-6	-8
Cc1nc2ccc(-c3nc4cc(N)ccc4o3)cc2[nH]1
→ -46	15	-12
O=C(O)CSCNC(=O)CC12CC3CC(CC(C3)C1)C2
→ -1	13	-10
O=C(CCS(=O)(=O)c1cccs1)N1CCN(c2ccc(F)cc2)CC1
→ 34	3	-26
CCn1c(SCC(=O)Nc2cc(C)on2)nc2c1c(=O)n(C)c(=O)n2C
→ -9	0	12
O=C(c1cccc(F)c1)n1nnc2ccccc21
→ -1	-22	-8
CCc1nnc(NC(=O)C(NS(=O)(=O)c2ccc3c(c2)OCCO3)C(C)C)s1 (centres undefined)
→ 4	-2	3
COc1ccc(C2C(C(=O)Nc3ccc4c(c3)OCCO4)c3ccccc3C(=O)N2C)cc1 (centres undefined)
→ 1	-1	-8
CCOC(=O)c1sc(NC(=O)/C=C/c2cnn(CC)c2C)c(C(=O)OCC)c1C
→ -10	-3	-3
CCN(CC)c1ccc(C(=O)OCC(=O)NC2CCCCC2C)cc1 (centres undefined)
→ 8	2	0
NC(=O)c1c(NC(NC(=O)c2ccco2)C(=O)c2ccc(Cl)cc2)sc2c1CCCC2 (centres undefined)
→ -1	14	1

The listing continues.
Every second line gives: esBAF inh	RAD54 inh	FN deposition inh
Cc1ccc(C(=O)COC(=O)C2CC(=O)N(c3nc(-c4ccccc4)cs3)C2)cc1 (centres undefined)
→ 2	11	4
Cn1c(-c2c(N)n(C3CCCC3)c3nc4ccccc4nc23)nc2ccccc21
→ -18	-6	1
CS(C)(=O)=NS(=O)(=O)c1ccc(Cl)cc1
→ 3	-2	-1
COc1ccc(CNn2c(C)nc3ccccc3c2=O)cc1
→ 9	6	6
c1ccc(OCc2nc3ccccc3s2)cc1
→ -6	-7	1
CCOc1cc2[nH]c(=O)n(CCCCC(=O)NC3CCCCCC3)c(=O)c2cc1OCC
→ 11	-18	-3
COc1ccc(C(=O)Nc2cc(C)on2)cc1
→ -7	4	-1
O=C(NCC(c1cccnc1)N1CCOCC1)c1ccco1 (centres undefined)
→ 4	-5	-12
O=C(Cn1cnc2c(nnn2-c2ccc(F)cc2)c1=O)N1CCCc2ccccc21
→ 0	2	-2
CCOc1ccc(-c2csc(NC(=O)C3CCCO3)n2)cc1 (centres undefined)
→ 31	-16	4
Cc1ccc2nc(NC(=O)Cc3cccs3)sc2c1
→ 38	1	-10
COc1cccc(CNc2ccc(N3CCC(C)CC3)cc2)c1OC
→ -2	3	-16
COc1ccc(OC)c(C2C3=C(COC3=O)Nc3cc4c(cc32)OCO4)c1 (centres undefined)
→ -4	-1	21
CC(=O)c1c(C(C)=O)c(C)n(NC(=O)c2ccccc2Cl)c1C
→ -3	0	-2
CC12CN(S(=O)(=O)c3ccccc3)CC(C)(CN(S(=O)(=O)c3ccccc3)C1)C2
→ -3	6	8
O=C(c1ccco1)N1CCN(S(=O)(=O)c2cccc3nsnc23)CC1
→ 0	-30	-5
COc1cc(/C=N/NC(=O)CCc2ccccc2)ccc1O
→ 6	9	4
O=S(=O)(NCC1CCCO1)c1cccc2nsnc12 (centres undefined)
→ 1	3	3
Cc1ccc(N(CC(N)=O)C2SC(=O)N(Cc3ccccc3)C2=O)cc1 (centres undefined)
→ -5	4	-6
O=C(Cn1cnc2c(cnn2-c2ccc(F)cc2)c1=O)N1CCN(c2ccccc2F)CC1
→ 12	6	2
COC(=O)NCC12CC3CC(C1)CC(CNC(=O)OC)(C3)C2
→ -10	-3	3
CC1CN(C(=O)c2cn3ccccc3n2)CC(C)O1 (centres undefined)
→ 3	2	11
Cc1ccccc1NS(=O)(=O)c1cc(C(=O)Nc2cccc(N(C)S(C)(=O)=O)c2)ccc1C
→ -3	4	-7
Cc1c(Cl)cccc1N1C(=O)c2ccccc2C1=O
→ 13	-2	-3
Cc1ccc(N2C(=O)Nc3ccc(Br)cc3C2(O)C(=O)NCCCN(C)C)cc1C (centres undefined)
→ -1	-4	5
CCC(C)(C)NC(=O)C(c1cccc(OC)c1)N(C(=O)c1ccn[nH]1)c1cccc(OC)c1 (centres undefined)
→ -4	-3	-22
COc1cccc(N=c2oc3c(C)ncc(CO)c3cc2C(N)=O)c1
→ -1	0	-8
COCCn1c(SCC(=O)N2CCC(C)CC2)nc2ccccc2c1=O
→ -1	-3	2
Cc1cc(C)nc(SCc2nnc(SCC(=O)Nc3nc(-c4ccccc4)cs3)n2-c2ccccc2)n1
→ 12	-6	-4
O=C(c1ccccc1)N1CCCC(C(=O)N2CCCCCC2)C1 (centres undefined)
→ -13	6	11
COCCN(CC(=O)NCC1CCCO1)C(=O)CCC(=O)Nc1cc(C)on1 (centres undefined)
→ -4	-3	4
CCOC(=O)c1cnc(SCC(=O)NCc2cccs2)nc1N
→ -2	-9	6
CCC(C(=O)NCc1ccco1)N(Cc1cccs1)C(=O)CNS(=O)(=O)c1ccccc1 (centres undefined)
→ 4	-3	0
Cc1nc(-c2cccnc2)sc1C(=O)Nc1ccc(Cl)cc1
→ -10	5	-1
O=C1CC(c2ccco2)CC2=C1C=Nc1ccccc1N2 (centres undefined)
→ 0	-7	5
COc1ccc(C2=NO[C@@H]3C(=O)N(c4cccc(C)c4C)C(=O)[C@H]23)cc1OC
→ 3	14	-11
CC(=O)c1cccc(NC(=S)NC(=O)CC(C)(C)C)c1
→ 34	7	5
O=S(=O)(NC1CCN(Cc2ccccc2)CC1)c1cccc(S(=O)(=O)N2CCOCC2)c1
→ -10	-4	11
Cc1cc(N2C(=O)C3CC=CCC3C2=O)no1 (centres undefined)
→ -8	20	2
O=C(NCc1cccnc1)c1cccc2c1C(=O)N(C1CCCCC1)C2
→ 12	-4	14
C=CCn1c(SCC2=C(C(=O)OCC)C(C)NC(=O)N2)nnc1C1CCCCC1 (centres undefined)
→ -1	9	-2
CCOC(=O)N1CCN(S(=O)(=O)c2cc(Br)cc3c2N(C(C)=O)C(C)C3)CC1 (centres undefined)
→ -5	-7	-10
COc1ccc(CC(=S)N2CCOCC2)cc1OC
→ -7	-5	5
Cc1ccccc1NC(=S)N(CCN(C)C)C(C)c1ccccn1 (centres undefined)
→ -12	-14	8
